Screens: PubChem BioAssay, The Scripps Research Institute Molecular Screening Center
OX1R antag-1: OX1R (human) antagonism; AID 485270; inhibition, % at 6.6 µM; hit rate 1.8% among 330,000; OX1R-expressing cells, FRET antagonist read-out; O43613; in the data active = inhibition mostly above about 38%, no sharp cut-off; inactive = mostly below about 40%;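 note: 0% = agonist challenge alone and 100% = reference antagonist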
Target sequence (O43613 whole entry, looked up): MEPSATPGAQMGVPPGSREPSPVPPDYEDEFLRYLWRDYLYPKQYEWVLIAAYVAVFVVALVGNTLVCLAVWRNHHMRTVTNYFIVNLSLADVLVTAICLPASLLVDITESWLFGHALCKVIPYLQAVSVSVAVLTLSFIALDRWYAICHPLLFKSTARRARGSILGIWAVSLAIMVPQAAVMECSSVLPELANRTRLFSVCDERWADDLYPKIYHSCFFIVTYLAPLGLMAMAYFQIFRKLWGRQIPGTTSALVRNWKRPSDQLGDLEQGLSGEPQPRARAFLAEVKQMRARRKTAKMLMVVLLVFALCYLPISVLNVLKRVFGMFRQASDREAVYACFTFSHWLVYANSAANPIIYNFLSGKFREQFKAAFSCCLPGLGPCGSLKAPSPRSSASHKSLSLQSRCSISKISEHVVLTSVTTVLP
OX1R antag-2: antagonists of human orexin 1 receptor | hit rate 0.43% among 330,000 | inhibition, % at 5 µM | CHO/OX1R cells, Fluo-8 calcium fluorescence, orexin A | O43613 | AID 434989;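 active = inhibition above its plate's threshold, mean inhibition of all tested compounds on the plate plus 3 SD, cut at about 37% in these data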;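 note: 0% = orexin A challenge wells and 100% = SB-334867-A antagonist wells; not every result past the cut was called active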
* marks the source's active call; other numbers are inactive results.

SMILES	OX1R antag-1	OX1R antag-2
C=CCc1cc(Cl)ccc1OCCOCCN(C)C	6	-1
COc1ccc(S(=O)(=O)NCc2cccnc2)cc1C(=O)Nc1ccccc1	2	-9
Brc1c(C[n+]2ccccc2)nc2ccccn12	6	3
O=C(Cn1cccc1C(=O)c1ccccc1)NCc1ccc(Cl)cc1	6	-20
COc1ccc(NC(=O)C(CC(C)C)NS(=O)(=O)c2ccc3c(c2)CCN3C(C)=O)cc1OC (configuration not stated)	54	4
CC1CCCCC1NC(=O)C1CCC(CNS(=O)(=O)c2cccc3cccnc23)CC1 (configuration not stated)	13	-15
COc1ccc(NC(=O)C(=O)NNC(=O)COc2ccc(OC)cc2)cc1	2	-6
Cc1cc(C)nc(NC(=S)NC(=O)c2ccccc2F)n1	6	-9
O=C(NC1CCCC1)C(c1ccncc1)N(C(=O)c1csnn1)c1ccccc1F (configuration not stated)	22	-18
COC(=O)Cc1cc(=O)n2[nH]c(SC)nc2n1	22	-14
CCOc1ccccc1CN1CCN(Cc2nc3ccccc3s2)CC1CCO (configuration not stated)	6	-31
Cc1nc2ccccc2c(C)c1C(=O)c1ccccc1	16	-33
O=C(c1ccc(OC2CCN(Cc3ccc(F)cc3)CC2)cc1)N1CCCC1	7	-24
O=C(/C=C/c1c(Cl)nc2ccccn12)N1CCN(c2ccc(F)cc2)CC1	16	-33
C=CCN(C(=O)c1csnn1)C(C(=O)NC(C)(C)C)c1ccncc1 (configuration not stated)	17	-20
CCOC(=O)c1c(C)[nH]c(C(=O)CSc2ccccc2)c1C	20	-10
O=C1N/C(=C\c2nc3ccccc3s2)c2ccccc21	22	-3
O=C(CNS(=O)(=O)c1c(F)cc(F)cc1Br)OCC(=O)N1CCCC1=O	10	-16
O=C(c1cc2cc(Br)cc(Br)c2oc1=O)N1CCCC1	8	-6
COc1ccc(CCN2C(=O)C(O)=C(C(C)=O)C2c2ccccc2OC)cc1OC (configuration not stated)	10	-15
COC(=O)C(c1ccccc1)N(Cc1cccc(CN(C(C(=O)OC)c2ccccc2)S(C)(=O)=O)c1)S(C)(=O)=O (configuration not stated)	28	-1
Cc1ccsc1C(=O)Nc1nnc(-c2ccco2)o1	-2	-3
COc1ccc(/C=C/C(=O)O)cc1S(=O)(=O)N1CCC(C)CC1	13	-21
COc1ccc(-c2nc(-c3ccccc3)c(-c3cccs3)[nH]2)cc1OC	28	-19
O=C(Oc1cccc2c(=O)[nH]ccc12)c1ccccc1	20	-17
Cc1ccc(C(=O)OCC(=O)NC2CCCC2)cc1	-3	-11
O=C1C(c2ccnc3ccccc23)=C(O)c2ccccc21	45	-7
CC(=O)Nc1ccc(NC(=O)C2CCCN2/C=C/C(=O)C(F)(F)F)cc1 (configuration not stated)	7	4
Clc1ccc(C2C3=C(Nc4ncnn42)c2ccccc2CC3)cc1 (configuration not stated)	46	-19
CC(=O)NC(Cc1cc(C)ccc1C)C(=O)N1CCN(C(=O)Nc2ccc(C(C)=O)cc2)CC1 (configuration not stated)	4	-13
CCOC(=O)C1CCCN(S(=O)(=O)c2cc(Br)cc3c2N(C(C)=O)CC3)C1 (configuration not stated)	9	-7
C=CCN1C(=O)c2ccc(C(=O)OCC(=O)N(C)C3CCCCC3)cc2C1=O	30	-10
CC1(c2cccc(Br)c2)NC(=O)N(CC(=O)N2CCc3ccccc32)C1=O (configuration not stated)	6	-15
CCc1nn(CC(=O)NCCCN2CCN(C)CC2)c(=O)c2cc3occc3n12	6	-5
CCC(C)(C)n1nnnc1C(c1ccc(C)cc1)N1CCSCC1 (configuration not stated)	38	-25
CCCS(=O)(=O)c1cscc1NC(=O)c1c(-c2c(F)cccc2Cl)noc1C	0	-35
O=C(N/N=C/c1c[nH]c2ccccc12)c1ccncc1	23	-7
COc1cccc(/C=N/NC(=O)c2c(C)nc3ccc(Cl)cn23)c1OC	0	-29
Cc1nc2c(sc(=S)n2Cc2ccco2)c(=O)n1CC(=O)Nc1ccccc1F	8	-23
Cc1oc(C(C)(C)C)cc1C(=O)Nc1cccc(/C=C\C(=O)O)c1	10	-6
O=C(c1ccc(-c2ccc([N+](=O)[O-])cc2)o1)N1CCN(S(=O)(=O)c2cccs2)CC1	11	6
Cc1ccc(CNC(=O)CCCc2ccccc2)cc1	13	-22
COc1ccccc1NC(=O)CSc1nnc(Cn2nnc(-c3ccccc3)n2)n1-c1ccccc1	11	-13
CCC(=O)C1CCCN(C(=O)c2ccc3nc(-c4cccc(OC)c4)oc3c2)C1 (configuration not stated)	29	-4
CC1=Nc2ccccc2/C1=C/c1sc(=N)n(-c2nccs2)c1O	41	64*
Cc1csc(=O)n1CCC(=O)OCC(=O)c1c(N)n(CC(C)C)c(=O)n(C)c1=O	12	-12
O=C(CSc1ccc2ccccc2n1)Nc1ccc(N2CCOCC2)cc1	30	-10
Cc1ccccc1NC(=O)c1ccccc1NC(=O)CCC(=O)O	0	-14
CN(C(=O)CCNC(=O)Cn1cnc2ccccc2c1=O)c1ccc(Br)cc1	15	-16
Clc1ccc(-n2ncc3c(NCCN4CCOCC4)ncnc32)cc1	5	-10
CCN1CCN(C(=O)c2cc3sccc3n2CC(=O)c2ccccc2)CC1	10	-33
CC(C)[C@H](NC(=O)c1c(F)cccc1F)C(=O)N1CCN(c2ccc(F)cc2)CC1	6	-9
COc1cccc(-c2nnc(N)o2)c1	4	-3
O=C(Nc1ccc(OC(F)(F)F)cc1)c1n[nH]c(Cn2cncn2)n1	7	2
Cc1ccc(C)c(S(=O)(=O)N2CCCCC2CCNC(=O)C(=O)NC2CCCC2)c1 (configuration not stated)	22	6
COc1ccc(C(=O)N2CCn3c2nc2ccccc23)cc1	6	-21
COc1cccc(-c2cc(C(F)(F)F)nc(-n3cncn3)n2)c1	10	-8
c1csc(-c2ccn[nH]2)c1	12	-13
O=C(COC(=O)/C=C/c1ccc(F)cc1)Nc1ccc(Cl)cn1	18	-14
COC(=O)c1ccccc1NC(=O)Nc1ccc(C)cn1	5	-11

(continued)
SMILES	OX1R antag-1	OX1R antag-2
Cc1ccc(-c2csc3nc[nH]c(=S)c23)cc1C	3	-12
Cc1ccc2c(c1)N(CC(=O)O)C(=O)CO2	2	-2
O=C(/C=C/c1ccccc1)N1CCN(Cc2nc3ccccc3c(=O)[nH]2)CC1	20	-13
CC(Cn1cncn1)C(=O)N1CCN(S(=O)(=O)c2ccccc2)CC1 (configuration not stated)	14	-11
CC(=O)c1cc2ccc(O)cc2oc1=O	16	-16
O=C(CCc1nnc(CCc2ccccc2)o1)N1CCCC1c1nccs1 (configuration not stated)	17	-32
C=CCNc1sc(C(=O)c2ccc(C)cc2)c(N)c1C#N	20	-2
CC(=O)c1ccc(N(C(=O)Cn2nnc3ccccc32)C(C(=O)NCc2ccccc2)c2ccccn2)cc1 (configuration not stated)	15	-29
CC(C)C[C@H](NC(=O)N1CCn2c1nc1ccccc12)C(=O)N1CCCCC1	8	-23
CCC(C(=O)OCC(=O)NC(=O)NC(C)(C)C)c1ccccc1 (configuration not stated)	7	-28
CCc1ccc(CN2CCCC(CNS(=O)(=O)c3ccc(OC)cc3)C2)cc1 (configuration not stated)	14	-17
Cc1ccc(C2=NC(C)(C)N=C2SCC(=O)Nc2ccc(Cl)cc2)cc1	6	-28

3 of the entries above in order of their number in OX1R antag-1, falling.
SMILES	OX1R antag-1	OX1R antag-2
O=C(CCc1nnc(CCc2ccccc2)o1)N1CCCC1c1nccs1 (configuration not stated)	17	-32
CC(Cn1cncn1)C(=O)N1CCN(S(=O)(=O)c2ccccc2)CC1 (configuration not stated)	14	-11
Cc1ccc(C2=NC(C)(C)N=C2SCC(=O)Nc2ccc(Cl)cc2)cc1	6	-28

(further entries)
SMILES	OX1R antag-1	OX1R antag-2
Cc1nc2sc3c(c2c(=O)n1NC(=O)CCBr)CCCC3	5	-20
CCc1ccccc1NC(=O)c1cc(-c2cccs2)on1	23	-40
C/C(CC(=O)NC1C2CC3CC(C2)CC1C3)=N\NC(=O)Cc1cccs1 (configuration not stated)	1	-22
CCOC(=O)c1c(C)[nH]c(C(=O)OC/C(O)=C(\C#N)c2nc3ccccc3[nH]2)c1C	12	-6
C=CCn1c(C)cc(C(=O)COc2ncnc3sccc23)c1C	9	-19
CC(Oc1ccc(F)cc1)C(=O)Nc1cc(S(=O)(=O)N2CCOCC2)ccc1N1CCCCC1 (configuration not stated)	18	-20
Cc1ccc(OCC(=O)Nc2ccc(F)cc2)cc1	2	3
Cc1c(Cl)c(C(=O)NC2C3CC4CC(C3)CC2C4)nn1C (configuration not stated)	-7	-6
NC(=O)NC(=O)COC(=O)CC12CC3CC(CC(C3)C1)C2	24	-4
COc1ccc(Cc2noc(CN3CCCC(OCc4ccccn4)C3)n2)cc1OC (configuration not stated)	18	-15
COc1ccc(CNC(=O)COC(=O)CCn2c(C)csc2=O)cc1OC	3	-17
O=C1CN(C(=O)CSc2nc3ccccc3c(=O)n2CCCN2CCOCC2)c2ccccc2N1	14	-21
O=C(/C=C/c1ccc(F)cc1)N1CCN(c2ccccn2)CC1	11	-16
COc1cccc(N(C(=O)Cc2cccs2)C(C(=O)NC2CCCC2)c2ccncc2)c1 (configuration not stated)	17	-24
CCC(C)(C)NC(=O)C1c2ccccc2Oc2ccccc21	12	14
Cc1cccc(C(=O)Oc2ccccc2/C=N/Nc2ccc([N+](=O)[O-])cc2)c1	8	-14
O=C(Nc1ccc(N2CCN(Cc3ccccc3)CC2)cc1)c1cccnc1	12	-18
O=C(O)CSc1nnc(-c2ccccc2Br)n1-c1cccc(C(F)(F)F)c1	24	0
COCCOC(=O)C1=C(N)OC2=C(C(=O)CC(C)(C)C2)C1c1ccncc1 (configuration not stated)	9	-9
O=C(CCC(=O)NNC(=S)Nc1ccccc1)NCc1ccccc1	9	-12
N#C/C(=C(/O)c1ccc([N+](=O)[O-])o1)c1nc2ccccc2[nH]1	15	5
CCN1CCN(C(=O)c2cc(S(=O)(=O)N3CCCCC3)ccc2Cl)CC1	0	-17
CCOC(=O)c1c(CSc2ccccc2)n(C)c2cc(Br)c(OCC(O)CNC(CO)(CO)CO)cc12 (configuration not stated)	13	45
Cc1sc2nc(CN3CCOCC3)nc(N3CCOCC3)c2c1C	18	-17
Cc1ccccc1CSc1nnnn1-c1ccc(C(N)=O)cc1	-10	6
COc1ccc(C)cc1NC(=O)C(=O)NNC(=O)c1ccco1	12	4
COc1cc(NC(=O)[C@H](C)NC(=O)N2CCn3c2nc2ccccc23)cc(OC)c1	0	-14
O=C(COC(=O)CC1CC2CCC1C2)Nc1cc([N+](=O)[O-])ccc1F (configuration not stated)	24	-8
N#Cc1ccsc1NC(=O)CCS(=O)(=O)c1ccccc1	30	8
CCOc1ccccc1NC(=O)Cn1c(=O)sc2ccccc21	2	-24
COc1cccc(C=NCCCN=Cc2cccc(OC)c2O)c1O	-5	-15
CCN(CC(=O)Nc1c(F)cccc1F)C(=O)CNC(=O)c1ccc(Br)o1	60*	-22
Cc1cc(C)n(CC2CC(=O)N(c3ccccc3)C2=O)n1 (configuration not stated)	-5	-16
COc1cc(/C=C/C(=O)O)cc(S(=O)(=O)NNC(=O)c2cc(C)oc2C)c1OC	8	-18
Cc1ccc(NC(=O)C2CCCN2C(=O)c2cccs2)c(C)c1 (configuration not stated)	10	4
C=CCNc1nc(N)c([N+](=O)[O-])c(NCc2ccccc2)n1	15	-19
CCn1c(SCC(=O)Nc2cc(NC(C)=O)ccc2OC)nnc1-c1cccnc1	10	-2
Cc1cc(OCc2cn3cccnc3n2)ccc1Cl	1	-13
O=C(CCCOC(=O)c1ccc(O)cc1)c1ccccc1	11	13
OCCNc1cc(-n2nc(-c3ccccc3)cc2-c2ccccc2)ncn1	17	-21
CN(C)C(=S)NC1(C)CCS(=O)(=O)C1 (configuration not stated)	15	-2
CC(=O)Oc1ccc(Cl)cc1/C=C/c1cc(OC(C)=O)c2ccccc2n1	54	-3
O=C(NOCc1ccccc1)c1ccc(Cl)cc1Cl	-2	-17
CC1(C)CC2CC(C)(CN2S(=O)(=O)c2ccc(F)cc2F)C1 (configuration not stated)	2	-15
Cc1nn(-c2ccccc2)c(Cl)c1C(=O)NCCN(C)C	10	-15
O=[N+]([O-])c1ccc(NCc2ccc3c(c2)OCO3)cc1	9	-5
COc1ccc(-c2nc(N3CCC(C)CC3)[nH]c(=O)c2C#N)cc1	21	-7
CN(C)c1ccc(C(=O)/C=C/c2cccnc2)cc1	28	-19

16 entries from above, with two lines to a compound:
Fields – OX1R antag-1, OX1R antag-2
Cc1cc(C)n(CC2CC(=O)N(c3ccccc3)C2=O)n1 (configuration not stated)
  -5, -16
COc1cc(/C=C/C(=O)O)cc(S(=O)(=O)NNC(=O)c2cc(C)oc2C)c1OC
  8, -18
Cc1ccc(NC(=O)C2CCCN2C(=O)c2cccs2)c(C)c1 (configuration not stated)
  10, 4
C=CCNc1nc(N)c([N+](=O)[O-])c(NCc2ccccc2)n1
  15, -19
CCn1c(SCC(=O)Nc2cc(NC(C)=O)ccc2OC)nnc1-c1cccnc1
  10, -2
Cc1cc(OCc2cn3cccnc3n2)ccc1Cl
  1, -13
O=C(CCCOC(=O)c1ccc(O)cc1)c1ccccc1
  11, 13
OCCNc1cc(-n2nc(-c3ccccc3)cc2-c2ccccc2)ncn1
  17, -21
CN(C)C(=S)NC1(C)CCS(=O)(=O)C1 (configuration not stated)
  15, -2
CC(=O)Oc1ccc(Cl)cc1/C=C/c1cc(OC(C)=O)c2ccccc2n1
  54, -3
O=C(NOCc1ccccc1)c1ccc(Cl)cc1Cl
  -2, -17
CC1(C)CC2CC(C)(CN2S(=O)(=O)c2ccc(F)cc2F)C1 (configuration not stated)
  2, -15
Cc1nn(-c2ccccc2)c(Cl)c1C(=O)NCCN(C)C
  10, -15
O=[N+]([O-])c1ccc(NCc2ccc3c(c2)OCO3)cc1
  9, -5
COc1ccc(-c2nc(N3CCC(C)CC3)[nH]c(=O)c2C#N)cc1
  21, -7
CN(C)c1ccc(C(=O)/C=C/c2cccnc2)cc1
  28, -19

Compounds were not picked by outcome; overall some 2% were active at least once.
